Screens from PubChem BioAssay.
human PMI inhibitors: MPI inhibition at elevated mannose 6-phosphate – biochemical, fluorescence intensity, high mannose 6-phosphate, primary screen (AID 1220); inhibition, % at 20 µM; hits with a dose series show IC50 in µM; recombinant PMI enzyme, coupled fluorescence intensity; higher % means a stronger effect; actives 0.66% (n = 190,000)
Ins promoter up: MIN6 insulin promoter up-regulation; actives 0.3% (n = 190,000); MIN6 insulin promoter-GFP reporter, high-content imaging; stronger effect = higher value; z-score at 5 µM;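 active means z-score above 3 at 5 µM with at least 500 cells counted in the well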
WT yeast gro inh: growth inhibition of WT yeast, mitochondrial fusion screen; mitochondrial fusion phenotypic screen, WT strain; inhibition, % at 10 µM; actives 2.1% (n = 190,000); AID 1362; in the data active means inhibition above about 58%; tested in S. cerevisiae
Dynein cargo inh: dynein cargo transport inhibition | 3617.4 mouse cells, GR-EGFP nuclear translocation imaging; test concentration mostly 20 µM; stimulated with dexamethasone, 1 µM; stronger effect = lower value | z-score, hits read low | actives 0.47% (n = 220,000) | AID 1381;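 active means plate z-score of nuclear minus cytoplasmic receptor signal below a set negative limit, without overly bright fluorescence or cell loss, cut at about -3.5 in these data, passing the limit was not always enough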;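 further: z-score of nuclear minus cytoplasmic ring GR-EGFP intensity difference per well; some compounds called inactive have numbers as strong as hits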
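Also added – dexamethasone, 1.0 µM final · Buffer or medium – tet-free, stripped-serum medium · Schedule – induction 48 h, compound 1 h, agonist 30 min · Detection – formaldehyde fixation, Hoechst nuclear stain, 10x automated fluorescence imaging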
MT stabilizer: microtubule stabilization, imaging screen; HeLa tubulin immunostaining HCS, 24 h; share of cells brighter than vehicle mean+2SD; % tubulin-high responders, % at 10 µM; actives 0.83% (n = 200,000); AID 2205;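 active means plate Z-score above 3 for both tubulin-high and condensed-nucleus cell shares, with cell loss under 80%, at 10 µM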;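 further: anti alpha tubulin signal scored within the nucleus-defined area of each cell; some results filed as inactive read as strong as hits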
Yfh1-off respiration: enhancers of respiration in Yfh1-depleted yeast, dose response, Friedreich's ataxia, plus single-dose screen (AID 1465); S. cerevisiae Yfh1-off respiration, WST-1 reduction, 72 h; higher fold induction means a stronger effect; actives 0.074% (n = 220,000); fold induction at 50 µM; hits with a dose series show EC50 in µM;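 active means fold induction of absorbance versus untreated yeast above a set limit, then at least 30% activation at any dose in follow-up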;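 further: activators that raise dye reduction in frataxin-depleted yeast; strong numbers were not always called active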
PMI inhibitors: MPI enzyme activity inhibition – biochemical, fluorescence intensity, coupled assay, primary screen (AID 1209); purified PMI enzyme, coupled fluorescence intensity; higher % means a stronger effect; one-dose inhibition, % at 20 µM; IC50 in µM for titrated hits; actives 0.42% (n = 190,000);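 further: plate controls were DMSO vehicle for no effect and wells lacking substrate for full effect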
Autophagy mod: autophagy modulation, high-content screen. actives 0.98% (n = 190,000). calls only at 10 µM (by protocol). AID 463193. MEF GFP-LC3 puncta imaging; test concentration mostly 10 µM;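 active means percentage of spot-positive cells more than 3 SD above its plate mean, without a fluorescence outlier flag or 80% toxicity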;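 further: spot-positive cell cutoff set from DMSO-treated cells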
bCat nuc transl: beta-catenin nuclear translocation modulation | HeLa beta-catenin nuclear translocation, immunofluorescence imaging | actives 0.3% (n = 190,000) | nuclear translocation activity, % at 5 µM;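 active means nuclear translocation activity above 50% at 5 µM, with a well cell count of 50 or more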;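 further: per-cell ratio of nuclear to cytoplasmic median beta-catenin stain intensity; plate controls were DMSO negative control for no effect and GSK-3 inhibitor IX positive control for full effect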
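Test system: HeLa cells, endogenous beta-catenin; Compound: single 5 µM dose plus 0.02–20 µM confirmation series; Times: compound exposure 24 h at 37°C; Signal: fluorescence imaging of beta-catenin antibody stain plus DAPI; Read-out: % activation, nuclear-to-cytoplasmic median beta-catenin signal ratio per cell.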
WT yeast gro inh mutant strain: recorded beside WT yeast gro inh, whose call it bears; inhibition, %; mitochondrial fusion phenotypic screen, mutant strain inhibition
Dynein cargo inh cytoplasmic EGFP: further read-out of Dynein cargo inh, marked with its call; z-score; measured here: cytoplasmic GR-EGFP intensity; stronger effect = higher value
Dynein cargo inh nuclear GR-EGFP: further read-out of Dynein cargo inh, marked with its call; z-score; measured here: nuclear GR-EGFP intensity;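 lower value marks the stronger effect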
Dynein cargo inh cell count: also measured in Dynein cargo inh; calls as there; z-score; measured here: cell count per field
Ins promoter up cell count: second read-out of Ins promoter up, no call of its own (marks repeat the call); cell count; measured here: cytotoxicity, nuclei count;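 total cells summed across four imaged fields per well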
bCat nuc transl cell count 5 µM: further read-out of bCat nuc transl, marked with its call; cell count; measured here: cell count, cytotoxicity flag
MT stabilizer Hoechst-high %: further read-out of MT stabilizer, marked with its call; % Hoechst-high responders; measured here: nuclear condensation Hoechst responders;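 share of cells brighter than vehicle mean plus two SD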
MT stabilizer cytotoxicity %: also measured in MT stabilizer; calls as there; toxicity, %; measured here: cytotoxicity by cell density;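 0% = mean cell density of plate MIN control wells and 100% = no cells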
Autophagy mod cell loss 18 h: also measured in Autophagy mod; calls as there; toxicity, %; measured here: cell loss, nuclei count;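 cell loss after 18 h compound exposure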
An asterisk follows results filed as active; i = inactive; · = no result given. Unless noted, no stated cut-off is given here; in the data, active means inhibition above about 50%; inactive means the rest.

SMILES	human PMI inhibitors	Ins promoter up	Ins promoter up cell count	WT yeast gro inh	WT yeast gro inh mutant strain	Dynein cargo inh	Dynein cargo inh cytoplasmic EGFP	Dynein cargo inh nuclear GR-EGFP	Dynein cargo inh cell count	MT stabilizer	MT stabilizer Hoechst-high %	MT stabilizer cytotoxicity %	Yfh1-off respiration	PMI inhibitors	Autophagy mod	Autophagy mod cell loss 18 h	bCat nuc transl	bCat nuc transl cell count 5 µM
N#Cc1ccc(-c2csc(NC(=O)c3ccc(S(=O)(=O)N4CCc5ccccc5C4)cc3)n2)cc1	-2%	-0.7	1207	-8	-9	-0.67	-0.3	-0.71	0.98	7.3	5.4	8.1	i	7%	i	5	-1.5	929
N#CCSc1nnc(Nc2ccccc2)s1	11%	1.1	770	-27	-13	-0.53	0.11	-0.0014	1	1.8	2.2	8.6	i	14%	i	-11	1.1	1013
Nc1cc(S(=O)(=O)N2CCCCC2)ccc1N1CCOCC1	4%	0.04	1562	-10	-7	0.86	-0.21	0.33	-0.54	3.7	2.4	4.7	i	-2%	i	-9	2.6	943
CCC(=O)N1c2ccccc2NC2=C(C(=O)CC(c3ccco3)C2)C1c1ccco1 (stereo unspecified)	2%	-0.39	1327	9	2	-1	-0.18	-0.089	0.93	3.5	1.5	1.4	i	9%	i	15	-3.4	1255
CCOCCCNC(=O)c1ccc(OC)cc1	4%	-0.63	1348	-12	-30	0.035	-0.21	0.017	-0.39	1.9	1.3	7.1	i	7%	i	-3	-1.2	1224
CCOC(=O)C1(CCOC)CCN(Cc2ccncc2)CC1	-1%	-0.2	1332	-8	3	-0.47	-0.23	-0.16	0.018	4.6	2.4	7.9	i	7%	i	-34	1.5	1070
O=C(c1ccc([N+](=O)[O-])cc1)N1CCN(C(=O)c2cccs2)CC1	8%	0.23	1316	-3	0	-0.73	-0.27	-0.63	0.73	2.5	2.4	1.1	i	15%	i	-6	2.1	1094
O=C(NCc1ccc2c(c1)OCO2)c1cccc2c1C(=O)N(C1CCCCC1)C2	10%	·	·	8	22	0.18	-0.11	0.43	-0.6	5.8	9.1	7.1	i	15%	·	·	-0.6	1132
CCC(=O)Nc1ccc(C(=O)CSc2nnc(-c3cccnc3)o2)cc1	-6%	0.06	1064	30	18	0.85	-0.27	0.38	-0.63	21	10	5.3	i	0%	i	7	-1.2	1090
CC1CCCN(Cc2nc3c(c(=O)n(C)c(=O)n3C)n2CCCc2ccccc2)C1 (stereo unspecified)	12%	-0.33	1217	12	14	-1.9	-0.17	-0.44	0.56	2.6	0.7	5.0	i	18%	i	5	·	·
O=C(Nc1ccc(C(=O)O)cc1)/C(=C\c1ccc([N+](=O)[O-])cc1)NC(=O)c1ccc(Br)cc1	-16%	0.25	1138	4	-10	1.3	-0.23	0.84	-1	3.7	1.2	6.5	i	-16%	i	5	·	·
Cc1cc([N+](=O)[O-])cc2c1NC(c1ccccn1)C1CC=CC21 (stereo unspecified)	-51%	-0.46	1520	7	11	-0.24	-0.29	-0.019	0.73	2.8	1.7	3.7	i	-45%	i	-16	1.4	1457

3 entries picked at random from those above, as already listed:
SMILES	human PMI inhibitors	Ins promoter up	Ins promoter up cell count	WT yeast gro inh	WT yeast gro inh mutant strain	Dynein cargo inh	Dynein cargo inh cytoplasmic EGFP	Dynein cargo inh nuclear GR-EGFP	Dynein cargo inh cell count	MT stabilizer	MT stabilizer Hoechst-high %	MT stabilizer cytotoxicity %	Yfh1-off respiration	PMI inhibitors	Autophagy mod	Autophagy mod cell loss 18 h	bCat nuc transl	bCat nuc transl cell count 5 µM
Cc1cc([N+](=O)[O-])cc2c1NC(c1ccccn1)C1CC=CC21 (stereo unspecified)	-51%	-0.46	1520	7	11	-0.24	-0.29	-0.019	0.73	2.8	1.7	3.7	i	-45%	i	-16	1.4	1457
CCOCCCNC(=O)c1ccc(OC)cc1	4%	-0.63	1348	-12	-30	0.035	-0.21	0.017	-0.39	1.9	1.3	7.1	i	7%	i	-3	-1.2	1224
CCC(=O)Nc1ccc(C(=O)CSc2nnc(-c3cccnc3)o2)cc1	-6%	0.06	1064	30	18	0.85	-0.27	0.38	-0.63	21	10	5.3	i	0%	i	7	-1.2	1090

Additional entries.
SMILES	human PMI inhibitors	Ins promoter up	Ins promoter up cell count	WT yeast gro inh	WT yeast gro inh mutant strain	Dynein cargo inh	Dynein cargo inh cytoplasmic EGFP	Dynein cargo inh nuclear GR-EGFP	Dynein cargo inh cell count	MT stabilizer	MT stabilizer Hoechst-high %	MT stabilizer cytotoxicity %	Yfh1-off respiration	PMI inhibitors	Autophagy mod	Autophagy mod cell loss 18 h	bCat nuc transl	bCat nuc transl cell count 5 µM
NC(=O)Cn1nc2sc3ccccc3n2c(=O)c1=O	·	-0.01	939	·	·	0.23	-0.26	0.53	0.78	·	·	·	i	·	·	·	-1.5	1390
c1ccc(-c2ncc(-c3ccn[nH]3)s2)cc1	7%	-0.66	1339	2	-4	-0.045	-0.21	0.023	0.93	1.4	2.1	8.8	i	1%	i	9	-2.3	1140
Cn1c(=O)cc(SCC(=O)NCCCN2CCN(c3ccccc3F)CC2)c2ccccc21	1%	-1.6	1107	-2	12	1.1	-0.048	0.62	0.3	8.1	1.9	8.9	i	1%	i	1	-2.2	1432
CCc1ccc(-c2csc(NC(=O)Oc3ccccc3)n2)cc1	4%	0.27	1504	4	-1	0.33	-0.27	0.26	0.14	3.8	3.4	10	i	6%	i	-7	-2.3	1138
O=C1c2ccccc2NC(c2ccc(-c3cccc([N+](=O)[O-])c3)o2)N1O (stereo unspecified)	-15%	-0.3	1165	-11	-17	2.2	-0.19	1.4	-1.4	5.2	3.1	8.1	i	-9%	i	-4	·	·
C[N+]1(CC(O)COc2ccccc2)CCN(C(=O)c2ccc([N+](=O)[O-])cc2)CC1 (stereo unspecified)	-9%	·	·	-7	20	-0.27	-0.26	0.019	0.57	3.3	0.7	6.0	i	10%	i	-3	-0.9	1124
O=C(O)C1CCC(=O)N(C2CC2)C1c1ccccc1 (stereo unspecified)	4%	·	·	10	14	3.2	0.039	1.3	-2.1	0.0	3.3	8.0	i	5%	i	-2	·	·
CCOC(=O)CC(NC(=O)c1cc2ccccc2oc1=O)c1cccc([N+](=O)[O-])c1 (stereo unspecified)	-2%	-0.05	1397	11	3	-0.22	-0.21	0.028	0.83	1.1	2.4	5.5	i	4%	i	2	0.0	1157
Cc1ccc(C)c(N2CCN(C(=O)C3CCCCN3S(=O)(=O)c3ccc(F)cc3)CC2)c1 (stereo unspecified)	12%	0.12	765	64*	14*	-1	0.034	-0.23	0.66	1.4	0.9	6.8	i	23%	i	16	5.4	1095
COc1ccc(-c2[nH]ncc2CN(C)Cc2ccccn2)c(OC)c1	23%	-4.9	840	-6	-2	-0.16	-0.25	0.3	-0.25	2.1	1.2	16	i	-2%	i	-13	-1.4	904
COc1ccc(C(=O)NCc2nnc(SCC(=O)Nc3cc(C)cc(C)c3)o2)cc1OC	16%	-0.17	1339	-4	9	-0.7	-0.22	-0.73	0.22	4.1	2.5	9.7	i	18%	i	-7	·	·
Cc1ccc2nc(NC(=O)C3CC(=O)N(Cc4ccco4)C3)sc2c1 (stereo unspecified)	-8%	-0.33	1288	13	5	-0.49	0.021	-0.26	0.97	3.8	2.6	6.1	i	-4%	i	6	-0.3	1125
O=C1NC(CCc2ccccc2)C(=O)N1Cc1ccccc1Cl (stereo unspecified)	4%	0.22	1466	-11	-5	1.1	-0.24	0.72	-0.97	2.0	3.0	9.1	i	12%	i	-8	0.3	1085
Cc1ccc(S(=O)(=O)NC(=O)c2cc(C)n(-c3cc(S(=O)(=O)N4CCOCC4)ccc3N3CCCC3)c2C)cc1	-9%	0	1018	-5	1	0.97	-0.012	0.37	0.57	2.1	1.7	4.1	i	-3%	i	-35	-0.6	1101
COc1ccc(C2CC(=O)Oc3c2c(=O)n(C)c2ccccc32)c(OC)c1OC (stereo unspecified)	·	0.43	1594	-14	16	-0.2	-0.2	-0.41	0.88	1.4	3.4	8.6	i	·	i	8	-1.5	1518
Nc1nc(SCC(=O)N2N=C3/C(=C/c4ccco4)CCCC3C2c2ccco2)n[nH]1 (stereo unspecified)	4%	-1.1	854	-7	4	0.61	0.73	1.3	-0.77	1.8	1.9	8.5	i	10%	i	-1	-3.9	1235
COc1ccc(S(=O)(=O)NCc2ccc3c(c2)cc(C)n3C)cc1	8%	-0.53	895	21	7	0.52	0.92	0.57	0.5	5.6	3.0	8.4	i	5%	i	3	-0.5	1138
C[C@@H](NC(=O)OC(C)(C)C)c1nnc(S(=O)(=O)Cc2ccccc2)o1	·	-0.09	1091	·	·	-5.4*	1.4*	-2.4*	0.73*	·	·	·	i	·	·	·	-0.8	1355
O=C(Cn1nnc(-c2ccccc2)n1)N/N=C/c1cc([N+](=O)[O-])ccc1O	-14%	-0.1	1279	-9	0	0.2	-0.27	-0.042	0.33	3.7	2.7	5.3	i	14%	i	5	0.8	993
COc1ccc(C)cc1S(=O)(=O)N(C)CC(=O)Nc1ccccc1	8%	0.3	1583	4	2	1.2	-0.21	-0.0011	-0.81	2.4	1.9	9.9	i	9%	i	-7	-1.1	1019
N=C(N)c1ccc(OCCCCCOc2ccc(C(=N)N)cc2)cc1	-4%	·	·	76*	76*	-0.11	-0.32	0.12	0.95	3.0	2.3	8.7	i	-5%	i	15	-1.2	547
Cc1cccc(NC(=S)N(CCCN2CCOCC2)Cc2ccco2)c1	-6%	-0.65	1194	-5	8	0.17	0.023	-0.37	-0.0093	4.1	4.1	7.3	i	-3%	i	39	·	·
CCOC(=O)c1cc2sccc2n1Cc1ccccc1	12%	0.55	1132	34	23	-0.92	-0.21	0.045	-0.02	3.7	1.7	11	i	14%	i	4	-0.1	898
CO/N=C(\Cn1ncc(N2CCCC2)c(Cl)c1=O)c1ccc(Cl)cc1	-1%	-0.71	1250	4	13	1.6	0.00057	1.1	-0.92	2.0	1.3	5.3	i	4%	i	-8	-0.5	1227
COc1ccc(/C=N/NC(=O)CCOc2ccccc2C)cc1OC	-8%	0.05	1325	-12	28	-0.27	-0.34	-0.37	0.51	4.2	3.2	5.8	i	0%	i	7	·	·
